KCNH2 WT inh = inhibitors of human wildtype KCNH2 potassium channel; Q12809; U2OS, BacMam KCNH2, thallium flux FluxOr; hits give low values; 340,000 compounds, 0.37% hits; AID 720551; activity change, % at 1.84 µM;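 active means maximum activity change below -70%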; further: on the % scale 0 is the no-effect control and ±100 the full control effect
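U2OS cells transduced with wild-type KCNH2 virus are loaded with FluxOr dye for 45 min, and thallium flux is measured in kinetic reads before and after stimulation buffer. Rate constants are normalized to DMSO controls.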
ASM inhibitor = inhibitors of human secretory acid sphingomyelinase. P17405. placental ASM, HMU-PC fluorogenic substrate, 60 min. Potency, µM (titrated, usually from 57.5 µM), without a hit: at the top dose activity change, negative = inhibition, usual class: inhibitors. 340,000 compounds, 0.006% hits. AID 504937; active means well fitted inhibition curve with a large enough effect; further: potency means the concentration at half of the fitted maximal effect
Target sequence (P17405 47-631 limits assumed): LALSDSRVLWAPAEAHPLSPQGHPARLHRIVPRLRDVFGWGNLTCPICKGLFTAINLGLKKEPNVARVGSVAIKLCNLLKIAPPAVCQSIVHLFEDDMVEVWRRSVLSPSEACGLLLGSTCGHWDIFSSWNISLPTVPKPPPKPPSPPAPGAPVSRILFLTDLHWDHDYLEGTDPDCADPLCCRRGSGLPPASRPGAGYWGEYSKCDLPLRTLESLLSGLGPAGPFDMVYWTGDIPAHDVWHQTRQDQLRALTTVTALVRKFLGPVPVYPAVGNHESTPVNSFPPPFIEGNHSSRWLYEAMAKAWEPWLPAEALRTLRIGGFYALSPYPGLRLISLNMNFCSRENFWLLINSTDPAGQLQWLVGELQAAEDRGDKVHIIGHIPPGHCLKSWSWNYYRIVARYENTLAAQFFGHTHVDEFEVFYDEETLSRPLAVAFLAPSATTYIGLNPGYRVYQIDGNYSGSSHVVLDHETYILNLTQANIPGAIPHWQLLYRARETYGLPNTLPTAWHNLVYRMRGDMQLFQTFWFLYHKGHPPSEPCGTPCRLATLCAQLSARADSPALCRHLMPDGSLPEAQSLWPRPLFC
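HMU-PC0 cleavage (9 uM final) by human placental ASM, 60 min at 37 °C following 10 min compound exposure at RT; stopped at pH 10, fluorescence Ex 386/Em 447 nm.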
* hit, by the source's call; . = no result given; & = joins results of further samples; [ ] = another dose, or the depositor's remark. Some of the compounds tested (hit frequency here may not be typical).

Structure	KCNH2 WT inh	ASM inhibitor
CCOC(=O)N1CCC(NS(=O)(=O)c2cc3c(cc2Br)CCN3C(=O)CC)CC1	-7	0%
CN(C)c1ncnc2c1ncn2C1CCCO1 (stereo not given)	-3	-2%
CCOC(=O)C1=C(N)n2c(s/c(=C\c3cccnc3)c2=O)=C(C#N)C1c1cccnc1 (stereo not given)	4	-2%
Nc1ccc(C(=O)c2ccc3c(c2)OCCO3)cc1N	-1	-2%
O=C1CCc2cccc(O)c2N1	-4	4%
COCCN(C(=O)COC(=O)CCCc1c[nH]c2ccccc12)c1c(N)n(Cc2ccccc2)c(=O)[nH]c1=O	-11	-8%
O=C(CCCCCCCC(=O)N1CCCC1)N1CCCC1	0	0%
CC[C@H]1C(=O)[C@@H](Cc2ccccc2)[C@@H]2CCN3C(=O)CCC[C@H]1[C@H]23	-7	3%
OCc1cccc[n+]1Cc1ccccc1	5	0%
O=C(O)C[C@H]1c2cc(F)ccc2S(=O)(=O)N1C1CCN(Cc2ccccc2)CC1	-1	7%
Nc1ccc2c(c1)C(=NO)c1ccccc1-2	5	-9%
Nc1c(Br)cc2c([nH]c(=O)c3ccccc32)c1Br	9	-11%
CC(CCN1CCC(CN2C(=S)NCC2Cc2ccccc2)CC1)c1ccccc1 (stereo not given)	37	3%
O=C1c2ccccc2C(=O)N1CCCN1C(=O)c2ccccc2C1=O	1	-1%
CC(C)C[C@@H](CN1CCCC1CN1C(=S)NC[C@@H]1Cc1ccc(O)cc1)N1C[C@H](Cc2ccc(O)cc2)N(CC2CCCCC2)C1=S (stereo not given in full)	-47	-28%
CCOC(=O)N1C2C=CC(C2)N1C(=O)OCC	3	5%
N#CCCCCn1ccc(NC(=O)c2ccc(Cl)cc2O)n1	5	-1%
CC(NC(=O)C1CCCC1)c1ccccc1 (stereo not given)	10	5%
CC(C)CC(=O)C(=O)O	-2&3	1%&9%
CCCn1cnc2c(SCc3ccccc3Cl)nc(N)nc21	-26	-5%
COc1cc2c(cc1OC)C(C(N)=O)NCC2 (stereo not given)	-7	3%
CN1OC[C@@H]2CN(Cc3ccccc3)[C@H](c3cccc(Oc4ccccc4)c3)C[C@@H]21	1	-2%
Cc1cc(-c2ccc([N+](=O)[O-])cc2)cc(C)n1	1	0%
CN1C(=O)c2ccccc2C(O)c2ccccc21 (stereo not given)	0	2%
COc1ccc(COCC(O)CN2CCN(S(=O)(=O)c3c(F)cccc3F)CC2)cc1OC (stereo not given)	-10	2%
Cc1cc(=O)n2[nH]c(Nc3cccc(Cl)c3)nc2n1	7	0%
CCOC(=O)c1c(NC(C)=O)sc2c1C1CCN2CC1	-7	6%
Cc1nc2ccccc2n1Cc1ccc(Br)cc1	-3	6%
COc1ccc(/C=N/NC(=O)c2sccc2C)c2ccccc12	1	129%[activator]
CCCCCCCCN1[C@@H](CC(=O)O)c2cc(C(F)(F)F)ccc2S1(=O)=O	9	2%
COc1ccc(C=CC(=O)c2cc(O)ccc2O)cc1	5	-1%
C=CC[C@@H](CC(=O)N[C@H](CO)Cc1ccccc1)C(=O)N[C@H](COC(=O)[C@H](CC=C)CC(=O)OC(C)(C)C)Cc1c[nH]c2ccccc12	-5	-11%
COC(=O)C1=C(C(=O)OC)[C@@H]2N(C)c3ccccc3[C@@]23C[C@@H](CO)N(C(=O)c2cccs2)C3=N1	4	-3%
CN1CC(c2ccccc2)Oc2ccccc2C1=S (stereo not given)	6	-1%
Cc1ccc(S(=O)(=O)n2oc(=O)c(C3CCCCC3)c2N)cc1	-1	-3%
Cc1ccc(NC(=O)CN(C)C(=O)C2CCC2)cc1	-3	1%
O=C(O)c1cc2cc(S(=O)(=O)O)ccc2cc1O	5	6%
COc1ccc(Cn2c(C)nc3c(c2=O)c2nc4ccccc4nc2n3Cc2ccco2)cc1	-7	234%[activator]
COc1ccc(C(=NN)c2ccc(OC)cc2)cc1	16	-7%
O=C1OCCN1N1CCOC1=O	0	-3%
O=C(Nc1ccc(F)c(Cl)c1)c1ccccc1NC(=O)C1CCCCC1C(=O)O (stereo not given)	0	-15%
C(CCc1nn[nH]n1)CCC1CCCCC1	1	4%
CC12C=CC(=O)C=C1CCC1C2CCC2(C)C(C(=O)CO)CCC12 (stereo not given)	0	9%
O=C(Nc1ccc(NC(=S)NC(=O)C(c2ccccc2)c2ccccc2)cc1)c1ccccc1	1	-8%
CC1CC(C(=O)Nc2ccccc2)C(=O)O1 (stereo not given)	-2	-1%
CC12CC(=O)C3C(CCC4=CC(=O)CCC43C)C1CC=C2CC(=O)O (stereo not given)	3	2%
CCc1ccc(Cn2ncc3c(C(=O)O)cc(C)nc32)cc1	-8	4%
COc1cc(-c2cc(OC)c(O)c(OC)c2)cc(OC)c1O	-4	-2%
COc1cccc(/C=C/C(=O)OCC(=O)Nc2nnc(-c3ccccc3)o2)c1OC	5	10%
Cn1c(=O)cc(SCC(=O)N2CCN(C3CCCCC3)CC2)c2ccccc21	8	-1%

Carrying on.
Structure	KCNH2 WT inh	ASM inhibitor
O=C1C(=C(I)I)c2ccccc2-c2ccccc21	28	-13%
CC(C)C[C@H]1CNC(=S)N1CC1CCCN1C[C@H](CC(C)C)N1C[C@H](Cc2ccccc2)N(CC2CCCCCC2)C1=S (stereo not given in full)	-7	-17%
CN(C(=O)c1cccc(NC(=O)Cc2ccc(NC(=O)C3CCCN(C(=O)C4CCCCC4)C3)cc2)c1)C1CCCC1 (stereo not given)	4	-4%
O=C(Nc1ccccc1)c1ccc(F)cc1F	-2	5%
O=C(NC(=S)NCc1ccco1)c1ccccc1[N+](=O)[O-]	2	-2%
O=C1C=CC(=O)N1c1ccccn1	-8	14%
CCCN(C(=O)COC(=O)CNS(=O)(=O)c1ccc(NC(C)=O)cc1)C1CCS(=O)(=O)C1 (stereo not given)	23	6%
COc1ccc(C=NNC(=O)CCCC(=O)NN=Cc2ccc(OC)c(OC)c2)cc1OC	3	2%
O=C(O)C1Nc2c(Cl)cc(Cl)c(Cl)c2C2C=CCC12 (stereo not given)	-4	-2%
O=C(O)c1ccc2c(c1)C(=O)N(c1ccc(C(=O)OCC(=O)c3ccccc3)cc1)C2=O	-6	-2%

An excerpt from above in order of their number in ASM inhibitor, descending:
canonical_smiles	ASM inhibitor
COc1ccc(C=NNC(=O)CCCC(=O)NN=Cc2ccc(OC)c(OC)c2)cc1OC	2%
O=C(O)C1Nc2c(Cl)cc(Cl)c(Cl)c2C2C=CCC12 (stereo not given)	-2%
CN(C(=O)c1cccc(NC(=O)Cc2ccc(NC(=O)C3CCCN(C(=O)C4CCCCC4)C3)cc2)c1)C1CCCC1 (stereo not given)	-4%

Carrying on.
Structure	KCNH2 WT inh	ASM inhibitor
O=C(O)c1cccc(NS(=O)(=O)c2ccc(Cl)c(C(=O)Nc3cccc([N+](=O)[O-])c3)c2)c1	-5	-1%
Cc1ccc(NS(=O)(=O)c2ccc(NC(=O)c3ccccc3C(=O)O)cc2)cc1C	20	10%
COc1ccc(C2C3=C(COC3=O)Oc3cc4c(cc32)OCO4)cc1OC (stereo not given)	-3	-1%
CCCCNc1c(-c2ccc(OC)c(SC(C)CC)c2)nc2cnccn12 (stereo not given)	7	.
O=C(O)c1cccc(NC(=S)NC(=O)c2cncc(Br)c2)c1	-3	-1%
O=C(C=Cc1cccs1)c1cccs1	-4	3%
CC(C)(C)OC(=O)N1CCCC(C(=O)Nc2ccc(C(=O)NCc3ccccc3)cc2)C1 (stereo not given)	9	-2%
c1ccc(-c2nc3ccccn3c2-c2ccccc2)cc1	-5	1%
Nc1ccn(C2CCCCO2)c(=O)n1 (stereo not given)	1	1%
CCC1CC(C(=O)Nc2ccccc2)C(=O)O1 (stereo not given)	-3	2%
OCC[C@@H]1C[C@@H](O)[C@H](O)[C@]2(CCCO2)O1	-7	-1%
Nc1cc2c(cc1Br)-c1c(C(=O)O)cccc1C2O (stereo not given)	-1	4%
CCCCn1cnc2c(SCc3ccc([N+](=O)[O-])cc3)nc(N)nc21	14	0%
O=C1c2ccccc2C(=O)N1CCOc1ccccc1	10	0%
Oc1ccccc1C=NNC(=S)Nc1ccc(F)cc1	-3	80%
CCCCCCCCNS(=O)(=O)CCNCc1ccccc1OC	-1	-6%
COc1ccccc1CN1[C@@H](CC(C)=O)c2cc(C(F)(F)F)ccc2S1(=O)=O	-12	4%
CCc1cc(=O)oc2c(C)c(OS(C)(=O)=O)ccc12	-16	308%[activator]
O=C(OCCOCCOC(=O)Oc1ccccc1)Oc1ccccc1	1	-3%
O=[N+]([O-])c1ccc(S(=O)(=O)c2cccc(C(F)(F)F)c2)nc1	0	5%
CC(C)(C)[C@@H]1C=C(C(N)=O)O[C@H](OCCCCO)C1	-7	8%
Cn1c(=O)c2[nH]c(NN=Cc3ccccc3)nc2n(C)c1=O	2	-2%
CN(C(=O)c1cccc(NC(=O)Cc2cccc(NC(=O)C3CCN(C(=O)C4CCC4)CC3)c2)c1)C1CCC1	9	9%
CC(=O)OCC(=O)C1CCC2C3CCC4=CC(=O)C=CC4(C)C3CCC12C (stereo not given)	2	0%
COC(=O)C1C2CC(=O)C(C2)C1C(=O)OC (stereo not given)	-19	1%
O=c1ccncn1C1OC(CO)C(O)C1O (stereo not given)	-7	2%
Cc1nnc(NS(=O)(=O)c2ccc(F)cc2)s1	4	3%
COc1ccccc1N1CCN(CCCN2C(=O)C3CCCN3C2=O)CC1 (stereo not given)	-2	1%
COC(=O)C[C@H]1c2cc(C(F)(F)F)ccc2S(=O)(=O)N1C1CCCCC1	-5	-1%
C#CCOCCOCCOCCNc1nc(N2CCN(C(=O)C([C@@H](C)CC)n3cc(C(N)CO)nn3)CC2)nc(N2CCN(C(=O)C([C@@H](C)CC)n3cc(C(N)COC(=O)C(F)(F)F)nn3)CC2)n1 (stereo not given in full)	-2	2%
CC1CCCN(C(=O)Cn2c(=O)oc3cc(S(=O)(=O)N4CCCCC4C)ccc32)C1 (stereo not given)	-5	1%
CCOc1cc2[nH]c(=O)n(CC3CCC(C(=O)NCCC(C)C)CC3)c(=O)c2cc1OCC (stereo not given)	-6	0%

Among those listed so far, these have four or more nitrogen atoms.
Structure	KCNH2 WT inh	ASM inhibitor
CN(C)c1ncnc2c1ncn2C1CCCO1 (stereo not given)	-3	-2%
CCOC(=O)C1=C(N)n2c(s/c(=C\c3cccnc3)c2=O)=C(C#N)C1c1cccnc1 (stereo not given)	4	-2%
COCCN(C(=O)COC(=O)CCCc1c[nH]c2ccccc12)c1c(N)n(Cc2ccccc2)c(=O)[nH]c1=O	-11	-8%
CC(C)C[C@@H](CN1CCCC1CN1C(=S)NC[C@@H]1Cc1ccc(O)cc1)N1C[C@H](Cc2ccc(O)cc2)N(CC2CCCCC2)C1=S (stereo not given in full)	-47	-28%
N#CCCCCn1ccc(NC(=O)c2ccc(Cl)cc2O)n1	5	-1%
CCCn1cnc2c(SCc3ccccc3Cl)nc(N)nc21	-26	-5%
Cc1cc(=O)n2[nH]c(Nc3cccc(Cl)c3)nc2n1	7	0%
COc1ccc(Cn2c(C)nc3c(c2=O)c2nc4ccccc4nc2n3Cc2ccco2)cc1	-7	234%[activator]
C(CCc1nn[nH]n1)CCC1CCCCC1	1	4%
CC(C)C[C@H]1CNC(=S)N1CC1CCCN1C[C@H](CC(C)C)N1C[C@H](Cc2ccccc2)N(CC2CCCCCC2)C1=S (stereo not given in full)	-7	-17%
CN(C(=O)c1cccc(NC(=O)Cc2ccc(NC(=O)C3CCCN(C(=O)C4CCCCC4)C3)cc2)c1)C1CCCC1 (stereo not given)	4	-4%
COc1ccc(C=NNC(=O)CCCC(=O)NN=Cc2ccc(OC)c(OC)c2)cc1OC	3	2%
CCCCNc1c(-c2ccc(OC)c(SC(C)CC)c2)nc2cnccn12 (stereo not given)	7	.
CCCCn1cnc2c(SCc3ccc([N+](=O)[O-])cc3)nc(N)nc21	14	0%
Cn1c(=O)c2[nH]c(NN=Cc3ccccc3)nc2n(C)c1=O	2	-2%
CN(C(=O)c1cccc(NC(=O)Cc2cccc(NC(=O)C3CCN(C(=O)C4CCC4)CC3)c2)c1)C1CCC1	9	9%
COc1ccccc1N1CCN(CCCN2C(=O)C3CCCN3C2=O)CC1 (stereo not given)	-2	1%
C#CCOCCOCCOCCNc1nc(N2CCN(C(=O)C([C@@H](C)CC)n3cc(C(N)CO)nn3)CC2)nc(N2CCN(C(=O)C([C@@H](C)CC)n3cc(C(N)COC(=O)C(F)(F)F)nn3)CC2)n1 (stereo not given in full)	-2	2%

Screens deposited in PubChem BioAssay by National Center for Advancing Translational Sciences (NCATS).
